# Insulin prom inh – TRM-6 insulin promoter activity inhibition | TRM-6 cells (human fetal islet line), insulin promoter-eGFP reporter, imaging; reporter expression induced with tamoxifen | inhibition, % at 2 µM | hit rate 0.9% among 130,000;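 active means inhibition above the mean plus 3 SD, with well images judged a real hit on visual review, cut at about 60% in these data, passing the limit was not always enough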
# sdo1 growth – compounds rescuing growth of sdo1-depleted yeast, bone marrow failure model; S. cerevisiae sdo1-depleted JHY4D growth rescue, OD600 30 h; hits give high values; pdr5 snq2 efflux-pump mutant strain; z-score at 10 µM; hit rate 0.21% among 140,000;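 active means z-score above 3 at both the 24 hr and the 30 hr optical density reads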;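 further: z-score against mean and SD of all compound wells on the same plate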
# sdo1 growth Rescue 24 h – further read-out of sdo1 growth, marked with its call; z-score; S. cerevisiae sdo1-depleted JHY4D growth rescue, OD600; measured here: growth rescue at 24 h;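 0 is the plate mean of compound wells and units are plate SD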
# * marks the source's active call; other numbers are inactive results; · = not tested or not shown.
smiles	Insulin prom inh	sdo1 growth	sdo1 growth Rescue 24 h
Cc1nn(Cc2ccccc2Cl)c(C)c1NC(=O)NC12CC3CC(CC(C3)C1)C2	30.0	-0.75	0.07
COc1cc2c(C#N)c(N3CCN(c4ccccc4OC)CC3)nc(N)c2c(N)n1	·	-2.25	-1.87
O=C(NCCCCNC(=O)c1c(F)c(F)c(F)c(F)c1F)c1c(F)c(F)c(F)c(F)c1F	8.3	-0.11	-0.44
O=C(CSc1cccc(C(F)(F)F)c1)Nc1cc(S(=O)(=O)N2CCCC2)ccc1Cl	-44.4	0.26	-0.21
COc1ccc2c(c1)-c1nc(/N=C/c3ccc(O)c(OC)c3)sc1CC2	57.9	0.22	0.47
COc1ccc(-c2nn3c(COc4ccccc4)nnc3s2)cc1OC	53.1	-0.67	-0.66
O=C1CC(N2CCN(c3ccccc3F)CC2)C(=O)N1c1ccc(F)cc1 (stereo not given)	20.0	·	·
COc1ccc(CCNc2cc(-c3ccccc3)nc3ncnn23)cc1	11.1	-1.01	-0.75
CC(=O)N1c2ccccc2NC(=O)C1(C)C	-25.7	0.63	-0.6
COC(C(=O)Nc1ccc(S(=O)(=O)Nc2c(C)cccc2C)cc1)c1ccccc1 (stereo not given)	38.5	-1.35	-1.41
COCCN(C(=S)Nc1c(C)cccc1C)C(C)c1cccs1 (stereo not given)	-85.2	·	·
CC1CCC2(CC1)NC(=O)N(CC(=O)NC(=O)NC1CCCC1)C2=O (stereo not given)	19.2	-0.31	-0.27
Cc1ccc(NC(=O)N(CCCN2CCOCC2)Cc2cccnc2)cc1C	·	0.1	0.44
CCOC(=O)N=S(=O)(Oc1ccc([N+](=O)[O-])cc1)c1ccccc1 (stereo not given)	-35.9	-0.52	-1.17
CC1CCCN(Cc2c(O)ccc3c2O/C(=C\c2ccco2)C3=O)C1 (stereo not given)	-21.4	-0.38	-0.88
COC(=O)c1ccc(C(=O)OC)c(NC(=S)N2CCN(c3ccccc3F)CC2)c1	-37.9	-0.17	-0.2
Nc1ccc(CCc2nc3ccccc3o2)cc1	·	-0.21	-0.47
CCOc1ccc2[nH]c(=O)c(=O)[nH]c2c1	-38.7	1.12	0.45
Cc1nn(C2CCS(=O)(=O)C2)c(Cl)c1/C=C/C(=O)OCC(=O)Nc1ccc2c(c1)OCO2 (stereo not given)	26.7	·	·
CCOc1ccc(-c2c(=O)n(OCc3ccccn3)c3ccccc3[n+]2[O-])cc1	23.5	0.12	0.1
CC(C)S(=O)(=O)c1nsc2nc(=O)c(/C=C3\C=Nc4ccccc43)c(N)n12	-25.0	·	·
CSc1ccc(/C=C(/NC(=O)c2ccc(C)cc2)C(=O)Nc2cccc(F)c2)cc1	·	1.28	1.05
CCCCOc1ccc(-c2ncc(Cl)cn2)cc1	-32.5	0.24	0.13
N#CCCCSc1nnc(-c2ccccn2)o1	-40.6	0.58	0.21
O=C(c1ccc(Cn2cc(Br)cn2)cc1)N1CCN(c2ccccc2)CC1	18.2	0.22	0.39
Cc1cccc(Cc2cnc(N3C(=N)SC(C)C3=O)s2)c1 (stereo not given)	38.5	·	·
CCN1CCN(S(=O)(=O)c2ccc(Cl)c(C(=O)NC(C)(C)C)c2)CC1	7.1	·	·
CCOC(=O)C1CCN(S(=O)(=O)c2cccc(-c3cn4cc(Cl)ccc4n3)c2)CC1	-56.2	0.39	1.22
COc1ccc(CN(C(=O)c2ccc(CN3CCOCC3)o2)C(C(=O)NCC2CCCO2)c2ccc(F)cc2)cc1 (stereo not given)	21.4	·	·
CC(O)CNCc1ccc(-c2ccccc2)cc1 (stereo not given)	·	0.28	0.72

# Arranged by value in sdo1 growth (falling): 3 of the compounds above.
canonical_smiles	Insulin prom inh	sdo1 growth	sdo1 growth Rescue 24 h
CCOC(=O)C1CCN(S(=O)(=O)c2cccc(-c3cn4cc(Cl)ccc4n3)c2)CC1	-56.2	0.39	1.22
O=C(c1ccc(Cn2cc(Br)cn2)cc1)N1CCN(c2ccccc2)CC1	18.2	0.22	0.39
O=C(NCCCCNC(=O)c1c(F)c(F)c(F)c(F)c1F)c1c(F)c(F)c(F)c(F)c1F	8.3	-0.11	-0.44

# Later entries
smiles	Insulin prom inh	sdo1 growth	sdo1 growth Rescue 24 h
COc1cccc(-n2c(=O)[nH]cc(C(=O)Nc3ccc4c(c3)OCCO4)c2=O)c1	·	1.03	0.8
COc1cc(C(C(=O)NC2CCCCC2)N(C(=O)Cc2c[nH]c3ccccc23)c2ccccc2C)cc(OC)c1OC (stereo not given)	·	0.3	-0.47
CCC(C)NC(=O)C1CCN(S(=O)(=O)c2cccc3cccnc23)CC1 (stereo not given)	·	1.19	0.78
CCN1C(=O)NC2=C(C(=O)c3ccccc32)C1c1ccccc1F (stereo not given)	·	-1.23	-1.24
CCOc1ccc(CC2CC(=O)NC2=O)cc1 (stereo not given)	36.4	-0.34	-0.84
O=C(NC1CCCCCCC1)c1ccccc1O	·	-2.07	-1.4
c1coc(-c2nc3ccccc3nc2-c2ccco2)c1	·	-0.97	-0.83
O=C(Cn1cnc2c(nnn2Cc2ccccc2)c1=O)NCC1CCCO1 (stereo not given)	-50.0	0.6	0.06
COc1ccc(OC)c(S(=O)(=O)NCc2csc(-c3ccccc3)n2)c1	-12.5	-0.97	-0.81
CCCS(=O)(=O)N1CCCC(C(=O)NCCCN2CCN(c3cccc(Cl)c3)CC2)C1 (stereo not given)	·	1.1	0.58
COc1ccc(C(=O)NCC(=O)OC2CCCCC2=O)cc1 (stereo not given)	·	0.66	1.17
Clc1ccc(OCc2nn3c(-c4ccccc4)nnc3s2)c(Cl)c1	7.7	-1.03	0.48
COCCCNC(=O)CN(c1ccc(Cl)c(Cl)c1)S(C)(=O)=O	·	0.67	0.36
COc1ccccc1OCCOCCOc1ccc(C)cc1Br	-58.6	-0.49	-0.4
O=C(COC(=O)Cc1ccc(S(=O)(=O)N2CCOCC2)s1)NCc1ccc(Cl)cc1	·	-0.47	-0.76
Cc1cccc(NC(=O)/C(C#N)=C/c2cn(CC(=O)NCc3ccco3)c3ccccc23)c1	0.0	-0.37	1.09
O=C(CCCn1c(=O)[nH]c2cc(Cl)ccc2c1=O)NC1CCCCCC1	0.0	0.51	0.07
COc1ccc(/C=N/NC(=O)c2cc(-c3ccccc3OC)nc3ccccc23)cc1COC(C)=O	15.6	0.63	0.75
CC(C)Oc1ccc(CSc2ncn[nH]2)cc1	35.7	·	·
CN(C)C(/C=C/Nc1ccccc1F)=C(C#N)C#N	·	0.95	1.22
O=C(CCC1(C(=O)O)CCC(=O)NC1)NCc1ccccc1 (stereo not given)	·	0.92	0.16
COc1cccc(-n2c(SCc3ccccn3)nc3c(c2=O)SCC3)c1	0.0	·	·
Cc1ccccc1-n1c(SC/C(O)=C(\C#N)c2nc3ccccc3[nH]2)nnc1-c1ccncc1	23.1	0.56	0.44
CCn1c2ccccc2c2cc(Nc3cc(C)nc4ncnn34)ccc21	·	-2.26	-0.5
Cc1ccccc1CSCCNS(C)(=O)=O	-60.0	0.61	0.55
COC(=O)c1cc2ccsc2n1CC(=O)Nc1cc(C)cc(C)c1	-23.8	-1.75	-0.89
COc1ccc(S(=O)(=O)N2CCOCC2)cc1NC(=O)CSc1nnc2ccccn12	0.0	·	·
Cc1ccc(NC(=O)c2cc(-c3ccco3)on2)cc1	·	-0.52	-0.36
O=C(Nc1ccc(-c2nc3c(ccc4ccccc43)o2)cc1)c1ccco1	-428.6	-0.68	0.8
CCOc1cccc(-c2nnc(SCC(=O)Nc3cc(OC)cc(OC)c3)n2N)c1	16.1	-0.84	0.18

# Shown with two lines to a compound: part of the list above.
# Values run as follows: Insulin prom inh | sdo1 growth | sdo1 growth Rescue 24 h
- O=C(Cn1cnc2c(nnn2Cc2ccccc2)c1=O)NCC1CCCO1 (stereo not given)
→ -50.0 | 0.6 | 0.06
- COc1ccc(OC)c(S(=O)(=O)NCc2csc(-c3ccccc3)n2)c1
→ -12.5 | -0.97 | -0.81

# (listing goes on)
smiles	Insulin prom inh	sdo1 growth	sdo1 growth Rescue 24 h
COc1cc(/C=N/NC(=O)C(C)n2nnc3ccccc32)ccc1O (stereo not given)	9.9	0.98	1
Cc1ccnc(NC(=O)CCC(=O)N(CC(=O)NC(C)(C)C)C2CCCC2)c1	-230.0	0.18	1.27
O=C(O)CC(=O)Nc1ccc(Oc2ccc(C(F)(F)F)cn2)c(Cl)c1	14.3	·	·
CCOc1ccccc1-c1cc(-c2n[nH]c(=S)n2CC)c2ccccc2n1	-13.3	-0.38	-0.09
CCC1CCC2(CC1)NC(=O)N(CC(=O)Nc1cc(C)on1)C2=O (stereo not given)	0.0	-0.65	-1.07
CCC(=O)Nc1nnc(SCCOC)s1	41.0	1.13	1.01
COc1cc(NC(=O)CN2C(=O)c3ccccc3Sc3ccc(C(=O)N4CCOCC4)cc32)cc(OC)c1OC	26.7	·	·
CCOc1ccccc1OCCCCN1CCCC1	-15.8	1.63	0.6
O=S(=O)(c1ccc(NCCc2c[nH]c3ccccc23)nc1)N1CCOCC1	·	-0.24	-1.5
CC(C)C(=O)N1CCc2cc(-c3csc(N)n3)ccc21	-41.7	-1.1	-1.01
CSC1CCCCC1(O)CSc1nc2ccccc2o1 (stereo not given)	10.0	-0.23	-0.18
Cc1ccccc1NC(=O)c1cccc(S(=O)(=O)Oc2ccc([N+](=O)[O-])cc2)c1	·	-1.74	-1.06
Cc1noc(C)c1C(=O)Nc1ccc(Cl)cc1C(F)(F)F	-4.8	1.16	1.51
CCN(CC)CCCn1c(=S)[nH]c2cc(OC)c(OC)cc2c1=O	-19.4	0.12	-0.28
COc1nc(-c2ccccc2)ccc1-c1noc(C)n1	22.7	-1.14	-0.51
Cc1ccc2cc(CCNC(=O)c3ccc(S(=O)(=O)N4CCCCC4)cc3)c(=O)[nH]c2c1	-5.3	·	·
Cc1csc(NC(=O)CCCc2cccs2)n1	6.2	·	·
COc1ccc(CCn2c(SCC(=O)Nc3cc(C)on3)nc3ccccc3c2=O)cc1OC	·	2.58	4.21
O=C1C(=O)N(Cc2ccco2)C(c2cccc(Cl)c2)/C1=C(\O)c1ccc2c(c1)OCCO2 (stereo not given)	-18.8	-0.06	-0.96
O=C(NCCCN1CCOCC1)NC1CCCCC1	16.2	1.31	1.69
O=C(NC(Cc1c[nH]c2ccccc12)C(=O)O)c1ccc(Br)cc1 (stereo not given)	25.0	·	·
COc1ccccc1NC(=O)CSc1nncn1-c1cccnc1	-281.4	1.06	0.76
O=C(NCC1CCCO1)c1nc2c(nnn2Cc2ccc(F)cc2)c(=O)[nH]1 (stereo not given)	6.2	0.96	1.28
C=CCNC(=S)NC1CC(C)(C)NC(C)(C)C1	-20.5	2.17	2.88
CC1(C)C(=O)Nc2ccccc2N1C(=O)COC(=O)CCSc1ccccc1	-18.9	0.51	0.43
CCN1C/C(=C/c2ccc(N3CCOCC3)cc2)C(=O)/C(=C/c2ccc(N3CCOCC3)cc2)C1	·	-0.96	-1.15
O=C(/C=C/c1ccco1)N(c1ccccn1)c1ccccn1	33.3	·	·
CC1(C)CC(=O)C(C=Nc2ccc3[nH]ncc3c2)=C(O)C1	9.1	0.05	0.88
COc1ccc(/C=N/Nc2nc(N3CCCC3)nc(N3CCCC3)n2)c(OC)c1OC	44.8	0.26	-0.16
CCOC(=O)c1c(C)c(C(=O)Nc2ccc(N(C)C)cc2)c(C)n1CC	57.1	0.34	0.06
Cc1ccc(CNC(N)=S)cc1	·	-0.71	-0.88
O=C(Cc1cccs1)N/N=C/C(Cl)=C/c1ccccc1	40.0	·	·
CCOC(=O)c1cnc(-n2nc(C)cc2C)nc1NCCc1ccccc1	-7.1	-2.19	-1.7
Cc1cccn2c(=O)c3cc(C(=O)N4CCN(C(=O)c5ccco5)CC4)n(C)c3nc12	35.7	0.79	0.05
Cc1ccc2cc(CCNC(=O)c3ccc4c(c3)OCO4)c(=O)[nH]c2c1C	·	-0.13	-0.68
Cc1oc(-c2cccc(Cl)c2)nc1CSCC(=O)O	·	1.12	0.97
COc1cccc(OC)c1OCCN(C)C	70.0*	1.01	1.53
COc1ccc2cc3cc(C(=O)N4CCN(c5ccccc5)CC4)oc3nc2c1	-16.1	-0.97	-0.36
COc1cccc(CC(=O)Nc2nc(C)cs2)c1	25.0	·	·
Cc1ccc(C2(C)CC(C)(C)N(C(=O)CSc3nnc(C)s3)c3ccccc32)cc1 (stereo not given)	-62.5	-0.27	-0.15
COc1ccc(NC(=S)NCCc2ccc(F)cc2)c(OC)c1	15.4	0.66	0.6
O=S(=O)(c1ccc2nc(SCc3ccc(Cl)cc3)[nH]c2c1)N1CCOCC1	-50.0	-0.34	-0.25
O=S(=O)(Cc1ccccc1)c1ccccc1-c1nnc(-c2ccccc2)o1	6.2	-0.54	0.63
CCCCOc1ccccc1Cn1c(=O)oc2ccccc21	·	-0.57	-0.67
CCOc1cc2c(cc1OCC)C(C(=O)O)C(c1cc(OC)c(OC)c(OC)c1)N(C)C2=O (stereo not given)	·	0.85	0.77
COc1ccc(NC(=O)Cn2nc(C)c([N+](=O)[O-])c2C)cn1	8.3	·	·

# A draw from above in order of molecular weight, descending:
smiles	Insulin prom inh	sdo1 growth	sdo1 growth Rescue 24 h
COc1ccccc1OCCOCCOc1ccc(C)cc1Br	-58.6	-0.49	-0.4
O=C(Cn1cnc2c(nnn2Cc2ccccc2)c1=O)NCC1CCCO1 (stereo not given)	-50.0	0.6	0.06
CC(C)Oc1ccc(CSc2ncn[nH]2)cc1	35.7	·	·
